Mm-Cpn inhibitor – blocks the Methanococcus maripaludis chaperonin Mm-Cpn | purified Mm-Cpn ATPase, ADP Transcreener TR-FRET | Potency, µM (highest dose often 76.9 µM), without a hit: top-dose activity, negative = inhibition, usual class: inhibitors | hit rate 0.031% among 330,000 | AID 504842; also: potency is read from the fitted curve at half-maximal effect; % is scaled to controls: 0 for no effect and ±100 for the full control effect; nearly all actives have a fitted effect of over 80% in size
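Inhibition of chaperonin ATP hydrolysis is measured as reduced ADP production, detected by competitive TR-FRET in which signal falls with ADP. Final enzyme 25 nM and ATP 10 uM, reacted 30 min at 37°C.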
PTHR1 ag – agonists of human PTHR1 parathyroid hormone receptor | Q03431 | HEK293 GP2 PTHR1 cells, GloSensor cAMP luminescence, 1 h | Potency, µM (highest dose often 115 µM), for the others: top-dose activation, hits mostly activators | hit rate 0.075% among 410,000 | AID 743266; also: potency is read from the fitted curve at half-maximal effect; nearly all actives have a fitted effect of over 55% in size; some results filed as inactive show a strong effect at the top dose; inactives centre near -15; many of its hits are not listed in these tables
Target sequence (Q03431 whole entry, looked up): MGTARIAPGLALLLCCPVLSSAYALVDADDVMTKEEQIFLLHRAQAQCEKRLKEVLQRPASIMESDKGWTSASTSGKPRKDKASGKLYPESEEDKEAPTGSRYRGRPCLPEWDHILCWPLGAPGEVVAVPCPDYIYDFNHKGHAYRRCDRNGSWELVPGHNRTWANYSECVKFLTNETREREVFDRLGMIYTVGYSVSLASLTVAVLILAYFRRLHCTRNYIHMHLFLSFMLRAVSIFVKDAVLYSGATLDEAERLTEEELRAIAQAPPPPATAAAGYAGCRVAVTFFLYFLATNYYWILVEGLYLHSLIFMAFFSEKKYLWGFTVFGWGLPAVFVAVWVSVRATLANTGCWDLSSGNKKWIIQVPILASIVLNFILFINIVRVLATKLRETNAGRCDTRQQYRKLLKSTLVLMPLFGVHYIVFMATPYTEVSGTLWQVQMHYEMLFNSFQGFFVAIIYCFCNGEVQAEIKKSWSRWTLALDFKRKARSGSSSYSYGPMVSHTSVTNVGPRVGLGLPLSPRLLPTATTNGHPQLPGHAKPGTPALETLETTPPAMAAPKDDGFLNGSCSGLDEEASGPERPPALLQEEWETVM
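HEK-293-derived GP2 cells expressing PTHR1 and a GloSensor cAMP reporter, 3,000/well, plated overnight, given luciferin plus IBMX (each 0.5 mM as added) for 1 h at 37 °C, then compound for 1 h at 37 °C. Luminescence was read after 15 min at room temperature.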
EPAC2 antag – blocks human EPAC2 exchange factor; AID 720708; Q8WZA2; hit rate 0.18% among 360,000; EPAC2 GEF exchange of Rap1B-BODIPY-GDP, fluorescence; Potency, µM (doses to about 114 µM), for the others: at the top dose activity, negative = inhibition, actives largely listed as inhibitors; also: potency is read from the fitted curve at half-maximal effect; % is scaled to controls: 0 for no effect and ±100 for the full control effect; nearly all actives have a fitted effect of over 45% in size; many of its hits are not listed in these tables
DRD3 agonist – activates the human D3 dopamine receptor; P35462; D3R DiscoveRx beta-arrestin cells, luminescence, 90 min; max activation, %; hit rate 0.58% among 410,000; in the data active = max activation above about 30%; also: 0% is about no effect; mostly tested at two doses, the higher about 12 µM
Target sequence (P35462 whole entry, looked up): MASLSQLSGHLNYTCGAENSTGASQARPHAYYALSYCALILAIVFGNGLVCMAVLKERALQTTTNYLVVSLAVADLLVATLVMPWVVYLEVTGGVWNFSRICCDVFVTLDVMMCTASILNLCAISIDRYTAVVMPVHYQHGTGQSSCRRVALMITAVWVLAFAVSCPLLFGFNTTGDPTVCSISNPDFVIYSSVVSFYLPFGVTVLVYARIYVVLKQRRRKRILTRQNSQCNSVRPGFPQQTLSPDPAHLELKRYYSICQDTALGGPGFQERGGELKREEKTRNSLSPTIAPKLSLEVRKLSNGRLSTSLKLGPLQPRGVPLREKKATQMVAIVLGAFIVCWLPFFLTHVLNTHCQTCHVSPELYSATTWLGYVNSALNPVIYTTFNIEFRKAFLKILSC
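Agonist mode: compounds and dopamine controls were applied to plated cells for 90 min at 37 degrees C after an overnight attachment at 1500 cells/well. Luminescent read-out followed 30 - 60 minutes at room temperature with DiscoveRx detection reagent.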
CCT chaperon mod – modulators of cytosolic chaperonin (CCT/TRiC) activity; purified chaperonin ATPase assay, HTRF ADP detection, 30 min; hit rate 0.3% among 360,000; activity change, % (no concentration beside the values), hits read low; in the data active = activity change below about -30%; also: % is scaled to controls: 0 for no effect and ±100 for the full control effect
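First, chaperonin was dispensed at 40 nM or 20 nM final depending on batch activity. Next, compounds were pinned at 76 uM and ATP added at 10 uM. After 30 min at 37 °C, ADP detection reagents ran 30 min at ambient temperature.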
EPAC2 agonist – activates human EPAC2 exchange factor | Potency, µM (titrated, usually from 154 µM), inactives show top-dose activation, usual class: activators | EPAC2 activation, biochemical qHTS; response scale: 100% = 6.5 mM cAMP response | Q8WZA2 | hit rate 0.079% among 360,000 | AID 720711; also: potency is read from the fitted curve at half-maximal effect; nearly all actives have a fitted effect of over 50% in size
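Compounds were added across a concentration range to EPAC2 (100 nM), RAP1B-BODIPY-GDP (250 nM) and GDP (50 uM). After 5 min at room temperature, fluorescence was recorded at 5-min intervals for 30 min.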
D3 antag – antagonists of human D3 dopamine receptor. AID 652054. hit rate 2.5% among 360,000. P35462. D3R cells, DiscoveRx beta-arrestin luminescence, antagonist mode; hits give low values. max response, negative = inhibition, %; in the data active = max response below about -50%; inconclusive = no clear call, values can overlap the other calls; also: % is scaled to controls: 0 for no effect and ±100 for the full control effect; mostly tested at two doses, the higher about 12 µM
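Cells expressing the human receptor were seeded at 1500 cells/well, incubated overnight at 37 degrees C in 5% CO2, then exposed to library compounds with dopamine controls for 90 minutes at 37 degrees C before luminescent detection.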
pAkt inh – Akt phosphorylation inhibition | hit rate 0.32% among 360,000 | AID 651550 | activity change, % for hits at 50 µM | Neuro2A IGF-stimulated pAkt S473 HTRF, 20 min; hits give low values; in the data active = activity change below about -80%; inconclusive = mostly about -51% to -80%; also: % is scaled to controls: 0 for no effect and ±100 for the full control effect
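Single-point screen (50 µM final compound) in Neuro2A cells stimulated 20 min with 6 nM IGF at 37 deg C. After lysis, Ser473-phosphorylated Akt read by HTRF (ex 330 nm, em 615/665 nm) as the 665/615 ratio.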
Starred values were filed as active, the others as inactive; i = inactive; ? = inconclusive; · = not tested or not shown; & = joins results of further samples; [ ] = dose if it differs, or a comment. Unless noted, calls follow the shape of the dose curve; as a rule, active = well fitted curve in the direction sought with a large enough effect; inconclusive = small, poorly fitted or top-dose-only effect, or another doubt; inactive = no such curve, though single readings can be large; an effect the other way counts as inactive or inconclusive. The list is partial; rates above refer to the full screens.

SMILES | Mm-Cpn inhibitor | PTHR1 ag | EPAC2 antag | DRD3 agonist | CCT chaperon mod | EPAC2 agonist | D3 antag | pAkt inh
CCCCN1CC[C@H]2C=CC[C@@H](C(=O)NCCc3ccccc3)[C@H]2C1=O | · | 1% | 7% | -13 | 0.5 | 7% | 25 | i
C=CC[n+]1c(-c2ccc(Cl)cc2Cl)csc1Nc1ccc(NC(C)=O)cc1 | 2% | -32%[inhibitor] | -30% | -18 | 2.0 | 24% | ? | i
O=C(CN1CCc2ccccc21)NC(=O)NC1CCCCC1 | 0% | -17% | -12% | -12 | 0.7 | 0% | -1 | i
COc1ccc(NS(=O)(=O)c2ccc(NC(=O)c3ccc(N(C)S(C)(=O)=O)cc3)cc2)cc1 | 2% | -39%[inhibitor] | 1% | 19 | -4.8 | 1% | 13 | i
CC(C)CC(=O)c1c[nH]c(C(=O)NCCc2ccccn2)c1 | -1% | i | 3% | -4 | -1.7 | 11% | -12 | i
O=C1CC(N2CCN(c3ccccc3F)CC2)C(=O)N1c1ccc2c(c1)OCCO2 (centres undefined) | 2% | i | 11% | 1 | 0.4 | 1% | 8 | i
O=C(NNC(=O)c1ccc(Cl)cc1Cl)c1csc(-c2cccnc2)n1 | 0% | i | -1% | 7 | -0.7 | 8% | -2 | i
Cn1c(SCC(=O)N2CCCCC2)nnc1-c1ccc(S(=O)(=O)N2CCOCC2)cc1 | 0% | -7%[57.5 µM] | -1% | 0 | -1.1 | 10% | 19 | i
O=C1N(Cc2cccnc2)C[C@@H]2C[C@@H](c3cccc(Oc4ccccc4)c3)N3CCC[C@@]123 | -2% | -10% | 0% | -10 | -4.8 | 17% | -28 | i
[O-][n+]1c2c(nn1-c1ccc(Cl)c(Cl)c1)-c1nonc1CC2 | -1% | i | 7% | 3 | 4.9 | 1% | 8 | i
COc1ccccc1NS(=O)(=O)c1cc(N/C(=N/S(=O)(=O)c2ccccc2)c2ccc(F)cc2)ccc1Cl | · | -2% | 0% | -1 | -2.2 | 21% | 0 | i
COc1ccccc1CC(=O)NNC(=O)CN(C)S(=O)(=O)c1ccc(Cl)cc1 | 0% | -15% | 13% | 9 | -0.6 | 3% | 6 | i

Overlap with the part before: 2 compounds, then new ones.
SMILES | Mm-Cpn inhibitor | PTHR1 ag | EPAC2 antag | DRD3 agonist | CCT chaperon mod | EPAC2 agonist | D3 antag | pAkt inh
COc1ccccc1NS(=O)(=O)c1cc(N/C(=N/S(=O)(=O)c2ccccc2)c2ccc(F)cc2)ccc1Cl | · | -2% | 0% | -1 | -2.2 | 21% | 0 | i
COc1ccccc1CC(=O)NNC(=O)CN(C)S(=O)(=O)c1ccc(Cl)cc1 | 0% | -15% | 13% | 9 | -0.6 | 3% | 6 | i
O=C(O)/C=C/c1cn(Cc2ccccc2Cl)nc1-c1ccccc1 | 0% | -18% | 3% | 2 | -0.9 | 1% | -2 | i
CCOC(=O)c1ccc(COC(=O)CNC(=O)CNC(=O)c2ccc(OC)cc2)o1 | 1% | -4% | -3% | 0 | 0.3 | -1% | 4 | i
N#Cc1cc(Cl)c(NCC2CCCO2)cc1C#N (centres undefined) | -2% | i | 7% | -8 | 0.6 | -3% | 15 | i
Cc1oncc1C(=O)NC1CCCCC1 | 0% | i | 21% | 12 | 1.3 | 0% | 10 | i
NC(=O)CSc1nnc(NC(=O)c2ccc(S(=O)(=O)N3CCCCC3)cc2)s1 | 3% | -8% | 8% | 4 | 1.6 | 3% | 8 | i
COc1cc(-c2cc(NC(C)=O)c3ncc(-c4ccc(F)cc4)n3c2)cc(OC)c1OC | · | -12% | 6% | 13 | 1.2 | 0% | 22 | i
Cc1nn(Cc2ccc(Cl)c(Cl)c2)c(C)c1NC(=O)c1sc2ccccc2c1Cl | 0% | -20% | 2% | 23 | -3.1 | -8% | 17 | i
COc1ccc(-n2ncc3c(=O)n(CC(=O)Nc4ccc5c(c4)OCCO5)cnc32)cc1 | -7% | -29% | ? | 2 | 0.2 | 3% | -9 | i
CCc1cc2c(=O)n(Cc3ccccc3)c(SC3CCOC3=O)nc2s1 (centres undefined) | 2% | -79%[inhibitor] | -2% | 5 | -9.3 | 4% | 9 | i
Cc1ncc([N+](=O)[O-])n1CC(=O)Nc1ccc(F)c(Cl)c1 | -10% | -14% | 1% | 1 | 0.5 | 1% | -14 | i
Cc1ccc(SCC(=O)NC(=O)NC(C)C)c(C)c1 | -1% | -8% | -7% | 14 | 1.0 | 9% | 7 | i
CCN(CC)CCNc1nc(-c2ccco2)c2c(c1C#N)CC(C)(C)OC2 | 2% | i | 7%[57.1 µM] | 8 | -14 | 2% | 18 | i
O=c1c2cc(N3CCOCC3)ccc2[nH]c(=S)n1Cc1ccccc1Cl | -3% | -24% | -2% | 5 | 2.7 | -10% | 0 | i
C[C@@H]1CN([C@@H](C)CO)C(=O)CCCn2nncc2CO[C@H]1CN(C)S(=O)(=O)c1ccc2ccccc2c1 | · | -9% | -4% | -9 | -2.1 | 11% | -7 | i
CCCNC(=O)c1c(Cl)cnn1-c1ccc(C)cc1 | 3% | -29% | 8% | 2 | -6.1 | -1% | -13 | i
O=C(Nc1ccccc1N1CCCC1)C1CC(=O)N(Cc2ccccc2)C1 (centres undefined) | -1% | i | -27% | 4 | 0.2 | -2% | 0 | i
Cc1ccccc1/C=C/C(=O)c1ccc([N+](=O)[O-])o1 | -2% | -45%[inhibitor] | 3% | -18 | 1.3 | -6% | -58* | i
S=c1[nH]nc(-c2ccccn2)n1/N=C/c1ccc(-c2ccccc2Cl)o1 | -5% | -21% | -26% | -8 | -7.1 | 5% | ? | i
COc1cc2nc(CC(C)C)n(NC(=O)c3ccccc3)c(=O)c2cc1OC | -3% | i | 4% | 2 | -0.2 | -20% | -7 | i
CCOC(=O)CSc1nc(N)c(C#N)c(-c2ccc(OC)cc2)c1C#N | ? | i | 1% | 3 | -0.3 | -3% | 9 | i
Cc1cc(OCc2nc(-c3cccs3)no2)cc(C)c1Cl | 0% | -40%[inhibitor] | -12% | 2 | -0.4 | 8% | 18 | i
Cc1ccc(NC(=O)CSC2=C(C#N)C(c3ccc4c(c3)OCO4)CC(=O)N2)cc1C (centres undefined) | 1% | -2%[57.5 µM] | 14% | 23 | 1.0 | -7% | 13 | i
Nc1nn(-c2ccccc2)c(N)c1N=Nc1cccc(F)c1 | -2% | -24% | -11% | -3 | -0.7 | 8% | -8 | i
COCc1cc(C)[nH]c(=O)c1C(=O)NC12CC3CC(CC(C3)C1)C2 | -2% | -4% | 6% | 7 | 0.8 | 1% | 9 | i
Cc1cc(C#N)c(SCC(N)=O)nc1-c1ccc(F)cc1 | -7% | -12% | -8% | 2 | 1.2 | 0% | 10 | i
CCS(=O)(=O)NCC(c1ccco1)N1CCN(c2ccccc2)CC1 (centres undefined) | 0% | 2%&18% | 9% | -36&-7 | -0.1 | 3% | -3 | i
COc1ccc(O)c(C2NC(CC(C)C)(C(=O)O)C3C(=O)N(Cc4ccccc4)C(=O)C23)c1 (centres undefined) | 1% | -20%[57.5 µM] | -7%[57.1 µM] | 1 | -3.2 | -2% | 8 | i
S=C1NCN(Cc2ccco2)CN1CCc1ccccc1 | -1% | i | 5% | -15 | 2.0 | 0% | 9 | i
OCC1=C[C@@H](O)C2C=CO[C@@H](O[C@@H]3O[C@H](CO)[C@@H](O)[C@H](O)[C@H]3O)C12 (some centres undefined) | 1% | 0% | 27% | 3 | -0.1 | 6% | -8 | i
O=C(C[n+]1cccc(O)c1)NCc1ccc(Cl)cc1 | 0% | -20% | 1% | -10 | -1.7 | 10% | 4 | i
O=C(NCc1cccs1)c1cccc(S(=O)(=O)N2CCCCC2)c1 | 1% | -2% | -2% | -1 | 0.7 | 4% | 23 | i
COc1ccccc1/C=N/NC(=O)c1cccc(NC(=O)c2ccccc2Cl)c1 | -6% | i | -23% | -5 | -5.4 | 14% | -11 | i
CC1C(=O)N(Cc2cn(CC3CCCCC3)nn2)CCS(=O)(=O)N1Cc1ccc(-c2ccc(Cl)cc2)cc1 (centres undefined) | · | -49%[inhibitor] | 0% | 4 | 0.2 | 5% | 20 | i
O=C(Nc1ccccc1F)c1ccc(CSc2ccccc2)o1 | 3% | -15% | -19% | -2 | 1.3 | 4% | 5 | i
O=C1c2ccccc2C(=O)N1Cc1cnc(N2CCN(c3ccccc3)CC2)s1 | -1% | -56%[inhibitor] | 1% | -21 | 0.5 | 13% | -24 | i
COc1ccc(CC(=O)Nc2nnc(SCC(=O)NCc3ccco3)s2)cc1OC | ? | -18% | -1% | 6 | 1.5 | 2% | -20 | i
COc1cccc(/C=N/c2nc3ccccc3[nH]2)c1O | 1% | i | 1% | 3 | -2.4 | 7% | -2 | i
CSc1nc2nc(C)c(CCC(=O)OCC(=O)Nc3ccc(F)cc3)c(C)n2n1 | -2% | -12% | 0% | -2 | 0.7 | 0% | -3 | i
Cc1ccc(-c2csc(CC(N)=O)n2)cc1 | -1% | -23% | -4% | 2 | 1.2 | -3% | -3 | i
Cc1c(NC(=O)COC(=O)c2ccc(F)c(S(=O)(=O)N3CCOCC3)c2)c(=O)n(-c2ccccc2)n1C | 1% | i | 8% | 4 | -2.0 | 6% | -7 | i

Entries shown so far that contain two or more sulfur atoms (7):
SMILES | Mm-Cpn inhibitor | PTHR1 ag | EPAC2 antag | DRD3 agonist | CCT chaperon mod | EPAC2 agonist | D3 antag | pAkt inh
COc1ccc(NS(=O)(=O)c2ccc(NC(=O)c3ccc(N(C)S(C)(=O)=O)cc3)cc2)cc1 | 2% | -39%[inhibitor] | 1% | 19 | -4.8 | 1% | 13 | i
Cn1c(SCC(=O)N2CCCCC2)nnc1-c1ccc(S(=O)(=O)N2CCOCC2)cc1 | 0% | -7%[57.5 µM] | -1% | 0 | -1.1 | 10% | 19 | i
COc1ccccc1NS(=O)(=O)c1cc(N/C(=N/S(=O)(=O)c2ccccc2)c2ccc(F)cc2)ccc1Cl | · | -2% | 0% | -1 | -2.2 | 21% | 0 | i
NC(=O)CSc1nnc(NC(=O)c2ccc(S(=O)(=O)N3CCCCC3)cc2)s1 | 3% | -8% | 8% | 4 | 1.6 | 3% | 8 | i
CCc1cc2c(=O)n(Cc3ccccc3)c(SC3CCOC3=O)nc2s1 (centres undefined) | 2% | -79%[inhibitor] | -2% | 5 | -9.3 | 4% | 9 | i
O=C(NCc1cccs1)c1cccc(S(=O)(=O)N2CCCCC2)c1 | 1% | -2% | -2% | -1 | 0.7 | 4% | 23 | i
COc1ccc(CC(=O)Nc2nnc(SCC(=O)NCc3ccco3)s2)cc1OC | ? | -18% | -1% | 6 | 1.5 | 2% | -20 | i
